# RAD54 inh = inhibitors of human RAD54 branch migration; RAD54 Holliday junction branch migration, FAM/BHQ fluorescence; inhibition, % at 10.4 µM; actives 0.14% (n = 360,000); Q92698;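 active = mean normalized replicate activity at least 40 and at least half of replicates scoring 40 or more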;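 note: 0% = median of neutral control wells and 100% = median of positive control wells; inhibitors cause a drop in the FAM fluorescence signal; in these data hits start at about 50%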
# Target sequence (Q92698 whole entry, looked up): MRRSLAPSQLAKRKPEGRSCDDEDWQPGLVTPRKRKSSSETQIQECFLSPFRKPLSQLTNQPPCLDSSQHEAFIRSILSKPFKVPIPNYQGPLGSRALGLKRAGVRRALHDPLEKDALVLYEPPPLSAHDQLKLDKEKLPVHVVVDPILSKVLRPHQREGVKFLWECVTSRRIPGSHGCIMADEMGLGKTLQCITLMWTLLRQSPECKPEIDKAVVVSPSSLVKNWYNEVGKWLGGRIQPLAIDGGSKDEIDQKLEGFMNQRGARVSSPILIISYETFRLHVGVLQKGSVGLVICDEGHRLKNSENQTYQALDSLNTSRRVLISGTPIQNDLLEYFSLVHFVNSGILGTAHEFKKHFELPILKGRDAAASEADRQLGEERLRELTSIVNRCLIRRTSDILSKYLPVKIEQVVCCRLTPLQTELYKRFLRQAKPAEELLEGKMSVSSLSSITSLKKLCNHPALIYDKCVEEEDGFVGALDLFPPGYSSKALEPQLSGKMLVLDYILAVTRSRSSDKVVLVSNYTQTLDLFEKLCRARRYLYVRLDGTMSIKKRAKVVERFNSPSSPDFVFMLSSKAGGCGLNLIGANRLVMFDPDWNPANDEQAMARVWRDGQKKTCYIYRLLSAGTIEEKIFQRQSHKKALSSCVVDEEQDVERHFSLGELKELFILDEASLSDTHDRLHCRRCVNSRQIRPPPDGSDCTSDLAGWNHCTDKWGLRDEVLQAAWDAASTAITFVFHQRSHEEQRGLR
# Starred values were filed as active, the others as inactive. Not all compounds are listed (hit frequency here may not be typical).
SMILES,RAD54 inh
CCOC(=O)c1c(NC(=O)CSc2nncn2C)sc(C)c1C,-4
O=c1c(O[C@@H]2O[C@H](CO)[C@@H](O)[C@H](O)[C@H]2O)c(-c2ccc(O)cc2)oc2cc(O)cc(O)c12,12
CN1/C(=C\C=[N+](C)c2ccccc2)C(C)(C)c2ccccc21,-1
CCOC(=O)CSc1ncc(OC)c(Sc2ccc(OC)cc2)n1,-3
COC(=O)c1ccc(NC(=S)N2CCN(Cc3cccc(C)c3)CC2)cc1,5
O=S(=O)(Nc1nccs1)c1cc(Cl)ccc1Cl,-16
CCn1nc(C)c(/C=N\NC(=O)c2ccc3c(c2)OCO3)c1C,-20
Nc1cccnc1Sc1ccc(Cl)cc1,-1
CCSC1=C(C#N)C(c2ccccc2Cl)CC(=O)N1 (configuration not stated),4
CCOC(=O)c1c(N)sc2c(NC(C)=O)cccc12,12
CS(=O)(=O)Nc1ccccc1C(=O)NC1CC2CCC1C2 (configuration not stated),-12
CCn1c(N2CCN(S(=O)(=O)c3ccccc3C(F)(F)F)CC2)nc2ccccc21,-5

# Three structures already listed, arranged by length of the SMILES, rising.
SMILES,RAD54 inh
CCOC(=O)c1c(N)sc2c(NC(C)=O)cccc12,12
CCOC(=O)CSc1ncc(OC)c(Sc2ccc(OC)cc2)n1,-3
CN1/C(=C\C=[N+](C)c2ccccc2)C(C)(C)c2ccccc21,-1

# 3 records drawn at random from the list so far:
SMILES,RAD54 inh
CS(=O)(=O)Nc1ccccc1C(=O)NC1CC2CCC1C2 (configuration not stated),-12
COC(=O)c1ccc(NC(=S)N2CCN(Cc3cccc(C)c3)CC2)cc1,5
CCOC(=O)CSc1ncc(OC)c(Sc2ccc(OC)cc2)n1,-3

# Later entries:
SMILES,RAD54 inh
Cc1ccc(S(=O)(=O)N2CCOCC2)cc1NC(=O)c1cc2c(s1)CCC2,10
O=C(c1ccc(CNS(=O)(=O)c2ccccc2)cc1)N1CCN(Cc2ccccc2)CC1,7
FC(F)Sc1ccc(Nc2ncnc3nc[nH]c23)cc1,1
Cc1cc(C(=O)Nc2c(C)n(C)n(-c3ccccc3)c2=O)cs1,-5
CCN(CC)CCNS(=O)(=O)c1ccc(OC)c(Br)c1,2
O=C1CN(C(=O)CSc2nnc(-c3ccccc3)n2Cc2ccc3c(c2)OCO3)c2ccccc2N1,9
CC(=O)Nc1ccc(NC(=O)CCCc2ccccc2)cc1,0
CCC(=O)n1nc(-c2ccccc2)nc1SCC(=O)Nc1ccc(C)cc1,2
Cc1nc2ccccc2nc(C)c1=NO,3
O=C(O)c1cc([N+](=O)[O-])ccc1C(=O)Nc1ccccc1,-4
O=S(=O)(c1ccccc1)c1nc(-c2ccco2)oc1NCCCn1ccnc1,4
Cc1ccc(C(=O)Nc2cccc(C(=O)N3CCOCC3)c2)cc1,8
CSc1oc(-c2ccccc2)nc1C(N)=O,-2
O=C(Nc1ccccc1)c1ccc(S(=O)(=O)NCC2CCCO2)cc1 (configuration not stated),-7
COC(=O)c1cc2occc2n1CC(=O)Nc1ccc(C)cc1C,7
CCc1ccc(N2CC(C(=O)Nc3cccnc3)CC2=O)cc1 (configuration not stated),4
O=C(Cc1ccc(Br)cc1)N1CCN(c2ccccc2)CC1,4
CC(CC(=O)N1CCc2ccccc21)c1ccccc1 (configuration not stated),-1
O=C1S/C(=C/c2ccc(N3CCOCC3)o2)C(=O)N1Cc1c(F)cccc1Cl,-24
CC(=O)NCCn1c(SCC(=O)NCCC2=CCCCC2)nc2ccccc2c1=O,1
COc1ccc(OC(=O)c2ccc3nsnc3c2)cc1,10
O=C(Nc1cc2c(oc1=O)CCCC2=O)c1cccc(Cl)c1,13
CC(C)N(C(=O)Nc1ccc2nccnc2c1)C(C)C,-6
O=S(=O)(c1ccc2ccccc2c1)N1CCCOC1,4
COc1cc(C(=O)N(Cc2ccco2)Cc2cc3ccccc3[nH]c2=O)cc(OC)c1OC,2
CC1(C)Cc2c(sc3nc(SCC(=O)N4CCOCC4)nc(N)c23)CO1,4
COCCNC(=O)C1CCCN(Cc2ccccc2-c2ccccc2)CC1 (configuration not stated),4
O=C(NC12CC3CC(CC(C3)C1)C2)N1CCN(S(=O)(=O)c2ccc(Cl)cc2)CC1,4
CCc1ccc(NC(=O)c2ccc3nc(N)sc3c2)cc1,3
COCOc1ccc(/C=C2/Oc3cc(OCOC)cc(OCOC)c3C2=O)c(OCOC)c1,6
COc1ccc(C(=O)c2ccc(Cl)cc2)cc1,-10
O=C(NC1CCCCC1)[C@H](O)[C@@H](O)C(=O)NC1CCCCC1,0
Cc1cc(-c2ccccc2)c2c3c(c(-c4ccccc4)n2n1)c(=O)n(C)c(=O)n3C,-1
O=C(O)C1CCCN1S(=O)(=O)c1ccccc1 (configuration not stated),-1
Cc1cc(NC(=O)CSc2nc3c(c(-c4cccnc4)c2C#N)CCC3)no1,-3
CC1CCCC(NS(=O)(=O)c2ccc3c(c2)OCCO3)C1C (configuration not stated),-1

# Continued (two carried over from the part before).
SMILES,RAD54 inh
Cc1cc(NC(=O)CSc2nc3c(c(-c4cccnc4)c2C#N)CCC3)no1,-3
CC1CCCC(NS(=O)(=O)c2ccc3c(c2)OCCO3)C1C (configuration not stated),-1
Cc1cc(-c2ccccc2)n(-c2ccc(C(=O)N3CCN(c4ncccn4)CC3)cc2)n1,-11
COc1ccc(CC(=O)OCCN(C)C)cc1,-2
COc1ccc(NC(=O)C2C3CCC(C3)C2C(=O)O)cc1OC (configuration not stated),13
Cc1ccc2c(n1)sc1c(-c3ccccc3)c(C#N)c(N)nc12,-2
c1ccc(Cn2nnnc2CN2CCN(c3ncccn3)CC2)cc1,-14
COc1ccc(NC(=O)c2ccccc2NC(=O)C2CCCO2)cc1 (configuration not stated),8
CCCCOC(=O)Nc1cccc(C(C)=O)c1,8
Nc1c(C(=O)Nc2ccc(F)cc2)sc2nc(-c3ccco3)ccc12,-4
CN1C(=O)Cn2c1nc1ccccc12,0
COc1ccc(C2C(C#N)=C(N)Oc3cc(C)n(CCN4CCOCC4)c(=O)c32)cc1OC (configuration not stated),8
Cc1ccc(C(=O)Nc2ccccc2Oc2ccccc2)cc1[N+](=O)[O-],4
COc1ccccc1NS(=O)(=O)CC12CCC(CC1=O)C2(C)C (configuration not stated),-10
CCOC(=O)N1CCN(C(=S)Nc2cccc(C)c2)CC1,1
Cc1ccc(S(=O)(=O)N(CC(O)CN(C)C)c2ccccc2)cc1 (configuration not stated),8
CCOc1ccc(Cc2c(Cl)nc(SC)nc2OC)cc1,-5
CN(C(=O)C1CCOC1)c1nnc(-c2cnccn2)s1 (configuration not stated),23
Cc1noc(C)c1COC(=O)c1cc(C)n(-c2ccccc2)c1C,3
O=C(C1CCCN(Cc2ccccc2)C1)N1CCc2ccccc2C1 (configuration not stated),9
CCCCC(=O)NC(=S)Nc1cccc(NC(=O)CC)c1,-2
Cc1cc(NC(=O)CCC(=O)N(Cc2ccco2)C(C(=O)NC2CCCCC2)c2ccccc2)no1 (configuration not stated),-4
O=C(CSCc1c(Cl)cccc1Cl)Nc1ccc2c(c1)OCO2,3
CC1(C)NC(=O)N(CC(O)COc2ccccc2C(=O)N2CCCCC2)C1=O (configuration not stated),-14
CCOC(=O)N1CCC(NC(=O)CC(NS(=O)(=O)c2ccc(C)cc2)c2ccco2)CC1 (configuration not stated),-1
CC(=O)Oc1ccc(-c2csc(Nc3cccnc3)n2)cc1,-10
CC(=O)N1CCC(=NNS(=O)(=O)c2cccc([N+](=O)[O-])c2)CC1,-11
CCn1cc(Br)c(C(=O)Nc2ccc(Cl)c(Cl)c2)n1,0
CCN(CC)CCN1C(=O)C(=O)/C(=C(/O)c2c(C)[nH]c(C(=O)OC)c2C)C1c1cccs1 (configuration not stated),17
C=CCN(c1ccc(C(=O)NCCc2ccccc2)cc1)S(C)(=O)=O,-5
O=C(NCc1ccccc1)/C(=N\O)c1ccccc1,-2
Cc1cc(NC(=O)c2cc3n(n2)C(C(F)(F)F)CC(c2ccc(Cl)c(Cl)c2)N3)no1 (configuration not stated),0
O=C(N/N=C/c1cccc(F)c1)c1cc(-c2ccco2)nc2ccccc12,-4
CCn1c(C)cc2c(c1=O)C(c1ccncc1)C(C#N)=C(N)O2 (configuration not stated),-13
CC(C)(C)N1C(=O)c2ccc(C(=O)Nc3nccs3)cc2C1=O,7
CC(=O)NC1=C(C#N)C(c2ccccc2)c2c(ccc3ccccc23)O1 (configuration not stated),-2
Cn1c(N)c(C(=O)COC(=O)CCc2c[nH]c3ccccc23)c(=O)n(C)c1=O,-11
CCCN1C(=O)/C(=C/C=C2\N(CC)c3ccccc3C2(C)C)SC1=S,-39
O=C1Cc2ccccc2Sc2ccc(Cl)cc21,-10
O=C(c1cccc(C(=O)N2CCN(c3ncccn3)CC2)c1)N1CCN(c2ncccn2)CC1,-1
O=C(Nc1ccc(N2CCOCC2)c(Cl)c1)C1CCCCC1,0
CCCCN(C)CCCNC(=O)c1ccc2c(c1)NC(=O)C(N1CCOCC1)S2 (configuration not stated),10
O=C1c2ccccc2C(=O)N1CCC(=O)N1CCCc2ccccc21,-7
O=C(Nc1nnc(SCc2ccc(Cl)cc2Cl)s1)C1COc2ccccc2O1 (configuration not stated),5
Cc1noc(C)c1COC(=O)COc1cccc2c1OC(C)(C)C2,-1
Cc1cccc(NC(=S)N/N=C/c2cccc([N+](=O)[O-])c2)c1,8
CC1CCCCC1NC(=O)COC(=O)c1ccc(S(=O)(=O)NCc2ccco2)cc1 (configuration not stated),9
O=C(Nc1cc(C(F)(F)F)ccc1N1CCOCC1)C1Cc2ccccc2CN1C(=O)c1ccco1 (configuration not stated),-3
Cc1ccc(NC(=O)CSCc2c(C)noc2C)cc1C,-4
CCOC(=O)CC(=O)CSc1nc2nc(C)cc(C)n2n1,11
O=[N+]([O-])c1ccc(Cl)c(/C=N/N2CCN(Cc3ccccc3Cl)CC2)c1,-2
CN=C(Nc1ccccc1OC)SC1CC(=O)N(c2ccc(C(=O)OC)cc2)C1=O (configuration not stated),-2
CC(C)=CCCC(C)NC(=O)NC1CCCCC1 (configuration not stated),9
Cc1cnc(NC(=O)CSc2nnc(C)s2)s1,4
O=C(Cn1[nH]c(=O)c2ccccc2c1=O)OCC(=O)N(Cc1ccccc1)Cc1ccccc1,-1
CCOC(=O)c1ccc(Nc2nnc(C(C)(C)C)c(=O)[nH]2)cc1,8
O=C(COC(=O)C1CC1)c1c[nH]c2ccccc12,-18
O=C(CCN1CCCCC1)NCNC(=O)CCN1CCCCC1,8
COc1ccc2[nH]c(=O)c(CNc3ccc(C)c(C)c3)cc2c1,9
CC(=O)Nc1ccccc1OCc1nnc(-c2cccs2)o1,-2
Cc1ccc(S(=O)(=O)NC(Cc2c[nH]c3ccccc23)C(=O)O)cc1 (configuration not stated),-1
CCOC(=O)c1cccc(NS(=O)(=O)c2c(C)[nH]c(=O)[nH]c2=O)c1,-1
# Next section.
SMILES,RAD54 inh
CC(c1nc2ccccc2o1)N1C(=O)c2ccccc2C1=O (configuration not stated),4
O=C(NC(NCc1ccccc1)C(Cl)(Cl)Cl)c1cccnc1 (configuration not stated),-9
O=C(O)CCn1c(=S)oc2ccccc21,-12
COc1cccc(CN2CCN(c3cccc(C(F)(F)F)c3)CC2)c1OC,-6
CCC(=O)N1CCCc2cc(S(=O)(=O)NCc3cccs3)ccc21,2
CN(C)CCNC(=O)C(C(=O)c1ccccc1)n1ccccc1=O (configuration not stated),0
CCC(C)c1ccc(-c2cc(C(=O)OCC(=O)Nc3cc(C)on3)c3ccccc3n2)cc1 (configuration not stated),-7
COc1ccc(Cc2nnc(NC(=O)Cc3cccs3)s2)cc1,-7
CC(Sc1ccc(Br)cc1)C(N)=O (configuration not stated),-2
Cc1ncc(CC(=O)n2cc(C(=O)c3cc(F)ccc3O)cn2)s1,6
COC(=O)c1sccc1NC(=O)Nc1cccc(Cl)c1Cl,-11
Cc1ccc2nc(SCC(=O)N3c4ccccc4CC3C)c(C)cc2c1 (configuration not stated),-1

# Compounds from the list above that have a tert-butyl group (2):
SMILES,RAD54 inh
CC(C)(C)N1C(=O)c2ccc(C(=O)Nc3nccs3)cc2C1=O,7
CCOC(=O)c1ccc(Nc2nnc(C(C)(C)C)c(=O)[nH]2)cc1,8

# (next part)
SMILES,RAD54 inh
CC(C)N(Cc1nc(-c2ccccc2)no1)C(=O)C(C)(C)C,-5
CCCN1C(=O)C(NC(C)=O)c2ccccc21 (configuration not stated),7
COc1cc(CNc2ccc(O)cc2)cc(Br)c1OCc1ccccc1F,-6
O=C(NCc1ccc(Cl)cc1)c1cc(-c2cccs2)on1,0
O=C(Cn1cnc2ccccc21)Nc1cccc(S(=O)(=O)N2CCCC2)c1,0
Cc1ccc(-c2c(C#N)c(N)nc3c2CCCC3)s1,-1
CCCOc1ccc2c3c(c(=O)oc2c1)CCCC3,5
COc1ccc(CCNC(=O)CCN2C(=O)C3CC=CCC3C2=O)cc1OC (configuration not stated),-5
CCCCn1c(SCC2CCCO2)nc2cc(S(N)(=O)=O)ccc21 (configuration not stated),-1
O=c1c2cc(N3CCOCC3)ccc2[nH]c(=S)n1CCCN1CCCCCC1,-2
O=C(CC1OC(=O)c2ccccc21)Nc1ccccc1N1CCOCC1 (configuration not stated),0
Cc1ccccc1CN1C(=O)CSc2ccc(C(=O)N3CCOCC3)cc21,-1
COc1ccc(-c2cc(-c3ccccc3)nc(-c3ccc4c(c3)NC(=O)CO4)c2)cc1,-5
COc1ccc(NC(=O)C23CCC(C)(C(=O)C2)C3(C)C)cc1 (configuration not stated),5
CC(=O)N1CCc2cc(S(=O)(=O)NCCC(=O)NC3CCCc4ccccc43)ccc21 (configuration not stated),3
O=C(CSc1nc2ccccc2c(=O)n1CCCC(=O)N1CCCC1)NCc1ccco1,-1
COCc1cc(C)nc(NC2CCCCC2)c1C#N,-4

# Screening data: PubChem, Broad Institute
